Screening results (PubChem BioAssay)
BCR signal inh: inhibitors of chronic active B-cell receptor signaling. ABC-DLBCL IkBa-CBG/CBR reporter, luminescence ratio, 4 h. Potency, µM (top dose mostly 46.1 µM), inactives show top-dose ratio change, negative = lower green/red ratio, hits mostly inhibitors. actives 0.05% (n = 340,000); active = well fitted inhibition curve with a large enough effect in the signal ratio, with a control signal flat, not every such curve was filed as active; inconclusive = small, poorly fitted or top-dose-only effect, or effect the other way, or a change in a side signal; the % refers to the signal ratio;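 note: potency is the fitted concentration of half-maximal effect; plate controls were basal doxycycline-induced cells for no effect and cells given 10 µM MG132 for full effect; MG132 reads +100%, hits lower the ratio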
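TMD8 human ABC-DLBCL cells with doxycycline-inducible IκBα–green luciferase fusion and unfused red luciferase, in 0.5% FBS medium; compounds up to 46 uM, 4 h at 37C. Green/red luminescence ratio, filter-overlap corrected, fitted to concentration-response curves.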
CXXC DNA block: MLL CXXC-DNA interaction inhibition | Q03164 | MLL-CXXC / FITC-HOXA9 DNA fluorescence polarization | actives 0.037% (n = 290,000) | AID 2662 | Potency, µM (series often up to 115 µM), inactives show at the top dose activity change, negative = inhibition, hits mostly inhibitors; active = well fitted inhibition curve with a large enough effect in the polarisation, with a control signal flat, not every such curve was filed as active; inconclusive = small, poorly fitted or top-dose-only effect, or effect the other way, or a change in a side signal; inactive = no such curve, though single readings can be large or run the other way; the % refers to the polarisation; note: potency is the fitted concentration of half-maximal effect
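Purified MLL-CXXC (added from a 7 uM solution) was preincubated 5 min at ambient with pinned compounds in 50 mM Tris-HCl pH 7.5, 50 mM NaCl, 1 mM DTT, 0.05% BSA. Fluorescein-labeled HOX-A9 DNA (50 nM solution) followed, 30 min, then polarization read.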
AT treatment: potential ataxia-telangiectasia treatment; […] A-T fibroblasts, KAP-1 phosphorylation AlphaLISA; neocarzinostatin DNA damage 30 min before lysis; Potency, µM (series often up to 57.5 µM), inactives show at the highest dose activation, usual class: activators; actives 0.19% (n = 320,000); AID 485349; note: potency is the fitted concentration of half-maximal effect; % of control where 0% means no effect; nearly all actives have a fitted effect of over 45% in size
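ATM-like activity read as KAP-1 phosphorylation via AlphaLISA donor/acceptor antibody pairs after lysis and 6 hr at 25C. Cells were ATM-null patient fibroblasts ([…], hTERT), dosed 60 min, then exposed to the DSB inducer NCS for 30 min.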
Giardia killer: Giardia lamblia killing. actives 0.15% (n = 340,000). activity change, % at 7.66 µM, hits read low. Giardia lamblia trophozoite viability; in the data active = activity change below about -80%; inconclusive = between about -30% and that limit;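 note: parasites exposed to compound for two days anaerobically before the ATP read; % is set by controls: 0 for no effect and ±100 for the full control effect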
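Each well holds 100 Giardia trophozoites and compound. After two days (48 hrs) at 37 deg C in anaerobic conditions, ATP is quantified by luminescence.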
FBPA coupling cs: coupling enzyme interference in Giardia aldolase counter-screen. coupling enzyme system counterscreen, AmpLite Red fluorescence. activity change, negative = inhibition, % at 58.2 µM, hits read low. actives 0.67% (n = 290,000); in the data active = activity change below about -30%; note: % is set by controls: 0 for no effect and ±100 for the full control effect
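First, compound is pin-transferred into glyceraldehyde-3-phosphate coupling-enzyme reagent at 57.5 uM final and held 10 min at RT. Next, substrate, coupling system and AmpLite Red are added. After 20 min RT, fluorescence (525/598 nm) is read.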
GALK inh: blocks human galactokinase activity. Purified GALK, Kinase-Glo residual ATP luminescence. Potency, µM (series often up to 57.5 µM), inactives show at the top dose activity change, negative = inhibition, usual class: inhibitors. actives 0.007% (n = 270,000). AID 1868; note: potency is the fitted concentration of half-maximal effect; % is set by controls: 0 for no effect and ±100 for the full control effect
Target sequence (P51570 whole entry, looked up): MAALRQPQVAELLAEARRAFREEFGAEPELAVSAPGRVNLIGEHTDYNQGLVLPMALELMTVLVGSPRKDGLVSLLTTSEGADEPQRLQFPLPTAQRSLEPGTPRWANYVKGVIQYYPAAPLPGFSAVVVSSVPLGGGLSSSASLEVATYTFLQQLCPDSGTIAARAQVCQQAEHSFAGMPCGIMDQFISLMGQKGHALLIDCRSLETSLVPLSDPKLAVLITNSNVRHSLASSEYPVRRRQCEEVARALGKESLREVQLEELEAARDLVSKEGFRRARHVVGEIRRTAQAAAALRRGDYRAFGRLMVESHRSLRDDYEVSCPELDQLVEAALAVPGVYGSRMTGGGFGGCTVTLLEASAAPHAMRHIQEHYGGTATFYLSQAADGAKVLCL
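The enzyme phosphorylates galactose (100 uM) using ATP (35 uM); inhibition is detected as higher residual ATP, quantified by bioluminescence after 1 h reaction at room temperature, pH 8.0.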
hERG WT inh: inhibitors of human wildtype KCNH2 potassium channel. AID 720551. activity change, % at 1.84 µM. Q12809. actives 0.37% (n = 340,000). U2OS, BacMam KCNH2, thallium flux FluxOr; active compounds read low;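 active = maximum activity change below -70%; inconclusive = maximum activity change between -70% and -50%; inactive = maximum activity change above -50%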; note: % is set by controls: 0 for no effect and ±100 for the full control effect
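U2OS cells transduced with wild-type KCNH2 virus are loaded with FluxOr dye for 45 min, and thallium flux is measured in kinetic reads before and after stimulation buffer. Rate constants are normalized to DMSO controls.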
TSHR antag: antagonists of human thyroid stimulating hormone receptor | TSHR-expressing cells, TSH-stimulated cAMP HTRF, 2 h; active compounds read low | activity change, negative = inhibition, % at 11.5 µM | actives 0.2% (n = 330,000);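 active = activity change below a set negative limit, meaning inhibition stronger than a set level, cut at about -70% in these data; inconclusive = activity change between two set negative limits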; note: % is set by controls: 0 for no effect and ±100 for the full control effect
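Antagonism was scored as loss of TSH-driven cAMP in TSHR cells, stimulated with 4nM TSH (EC80) for 2 hours at 37 deg C and detected by homogeneous HTRF competition immunoassay.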
Tb PFK inh: T. brucei PFK enzyme inhibition | T. brucei PFK, ADP-Glo luminescence | Potency, µM (doses to about 57.5 µM), for the others: top-dose activity, negative = inhibition, hits mostly inhibitors | actives 0.17% (n = 330,000) | AID 485367;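 note: potency is the fitted concentration of half-maximal effect; 0% = uninhibited 1x PFK enzyme wells and -100% = no-enzyme wells; nearly all actives have a fitted effect of over 60% in size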
Target sequence (O15648 whole entry, looked up): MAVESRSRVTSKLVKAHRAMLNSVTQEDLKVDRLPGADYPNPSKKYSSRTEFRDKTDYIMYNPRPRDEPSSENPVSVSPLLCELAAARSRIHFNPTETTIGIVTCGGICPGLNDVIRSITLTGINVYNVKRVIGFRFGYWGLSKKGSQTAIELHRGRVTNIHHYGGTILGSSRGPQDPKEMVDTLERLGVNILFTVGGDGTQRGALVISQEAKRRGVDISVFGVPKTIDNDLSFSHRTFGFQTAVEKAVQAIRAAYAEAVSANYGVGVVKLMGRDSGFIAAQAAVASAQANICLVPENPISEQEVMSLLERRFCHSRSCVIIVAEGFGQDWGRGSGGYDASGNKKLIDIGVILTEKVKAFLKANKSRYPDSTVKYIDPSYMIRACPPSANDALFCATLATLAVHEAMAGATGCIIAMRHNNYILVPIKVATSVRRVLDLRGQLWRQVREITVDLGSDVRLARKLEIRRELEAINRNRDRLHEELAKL
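In TEA buffer at pH 8.0 with 5 mM MgCl2, enzyme (1.25 nM) converted F6P (0.5 mM) and ATP (0.1 mM) for 45 min at room temperature. ADP product was read by luciferase luminescence.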
TCR act: activators of T cell receptors. primary human leukocytes, anti-CD3, IL-2 HTRF, 48 h. Potency, µM (top dose mostly 9.22 µM), without a hit: top-dose activation of IL-2 secretion, usual class: activators. 330,000 tested, under 10 active. AID 504894; note: % of control where 0% means no effect
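Using a-CD3 beads without co-stimulation, primary human leukocytes were exposed to compounds for 48 hr. An HTRF IL-2 kit measured the cytokine, with europium-to-d2 energy transfer producing emission at 665nm upon 320nm excitation.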
Numbers without * were called inactive; ? = inconclusive; . = no result given; [ ] = dose if it differs, or a comment. Unless noted, calls come from the whole dose curve; as a rule, active = well fitted curve in the direction sought with a large enough effect; inconclusive = small, poorly fitted or top-dose-only effect, or another doubt; inactive = no such curve, though single readings can be large; an effect the other way counts as inactive or inconclusive.

SMILES	BCR signal inh	CXXC DNA block	AT treatment	Giardia killer	FBPA coupling cs	GALK inh	hERG WT inh	TSHR antag	Tb PFK inh	TCR act
Cc1ccc2[nH]c3c(c2c1)CC/C(=C/c1ccccc1)C3=O	?	10%	0%	18	1	-2%	-20	11	4%	-5%
O=C(CC12CC3CC(CC(C3)C1)C2)NCC(=O)OCc1cc(=O)oc2ccc3ccccc3c12	-1%	-1%	0%	10	-2	-2%	-24	5	10%	6%[46.1 µM]
CC(C)Cn1c(N)c(C(=O)CSc2n[nH]c(N)n2)c(=O)n(C)c1=O	0%	.	2%	-3	.	.	-18	5	-2%	9%
Cc1nn(-c2nc(-c3ccco3)cc(C(F)(F)F)n2)c(C)c1Cl	-17%	4%	0%	8	1	-2%	1	-8	-2%	-1%
Cc1cc(C(=O)CSc2nc3ccccc3[nH]2)c(C)n1C	-1%	16%	-10%	19	-15	0%	-8	-10	0%	-3%
C[C@H](CO)N1C[C@H](C)[C@@H](CN(C)Cc2ccc(C(=O)O)cc2)Oc2ccc(NS(C)(=O)=O)cc2C1=O	?	.	-4%	-22	.	.	-23	8	0%	0%
O=C(NCc1ccccc1Cl)c1ccc2c(c1)SC1=NS(=O)(=O)CCN12	-10%	-3%	-6%	?	0	1%	-4	12	-7%	5%
Cn1c(=O)c2c(nc3n2CCS3)n(C)c1=O	14%	3%	2%	0	-1	-1%	-9	-6	6%	6%
COC(=O)c1c(-c2cccc(C)c2)csc1NC(=O)C1CCCO1 (stereo not drawn)	?	-1%	8%	17	1	0%	-12	-5	-1%	.
NC(=S)NNC(=O)Nc1ccc(Cl)c(Cl)c1	-1%	-1%	12%	9	10	0%	-13	9	17µM*	-6%[46.1 µM]
COc1ccc(Cl)cc1NC(=O)CN(C)C(=O)CCc1nc2ccccc2c(=O)[nH]1	-1%	.	.	?	.	.	4	12	-9%	-14%
COC(=O)c1ccc(COc2ccc(CNCc3ccc(Cl)cc3)cc2)cc1	-3%	-2%	2%	0	0	-1%	-2	-3	1%	8%
COc1ccc(Nc2nc(N)nc(CN(C)C3CCCCC3)n2)cc1	-19%	8%	-1%	3	1	.	3	-4	1%	0%
O=C(NCC1CCCO1)C(=O)NCC(c1ccco1)N1CCN(c2ccc(F)cc2)CC1 (stereo not drawn)	-2%	1%	-1%	-7	-3	2%	9	-7	0%	1%
Cc1nn(C)c(Oc2cccc(Cl)c2)c1C#N	-1%	3%	-2%	-3	3	8%	.	2	-2%	3%
COc1ccc(CCn2c(N3CCN(Cc4ccccc4)CC3)nc3c2c(=O)[nH]c(=O)n3C)cc1	?	-19%	8%	-11	-2	7%	20	-15	0%	3%
COc1ccc(C(=O)NC(=S)N2CCOCC2)cc1[N+](=O)[O-]	-2%	-3%	7%	2	.	-4%	5	17	0%	3%
CN1C(=O)N(C)C2(CC1(C)C)CC(C)(C)N(C)C(=O)N2C	0%	-3%	-12%	1	2	4%	1	-5	-3%	-4%
COC(=O)c1ccccc1S(=O)(=O)N1CCC(C(=O)NCCC2=CCCCC2)CC1	0%	.	6%	3	.	.	-7	-6	-1%	-4%
COc1cc(CC(=O)OCC(=O)N2CCCCC2)cc(OC)c1OC	-4%	?	0%	2	1	4%	3	-1	0%	-19%
Cc1ncc(CO)c(/C=N/NC(=S)Nc2ccc(Cl)c(Cl)c2)c1O	-1%	51%[activator]	-2%	4	-3	1%	14	-8	-9%	10%
C=CCn1c(C)cc(-c2csc(NC)n2)c1C	?	2%	12%	0	-25	9%	13	0	-2%	3%
CC(C)(C)CC(C)(C)NC(=S)Nc1ccc(S(=O)(=O)N2CCOCC2)cc1	0%	-1%	-2%	-15	0	.	1	-16	0%	0%[46.1 µM]
CCC(=O)N1CCc2cc(S(=O)(=O)NCCC(=O)N3CCN(c4cccc(OC)c4)CC3)ccc21	2%	-2%	-1%	?	0	-4%	-11	-2	-7%	1%
COc1ccc(NS(=O)(=O)c2ccc(C)c(C(=O)OC(C)C(=O)N3CCOCC3)c2)cc1 (stereo not drawn)	0%	.	4%	8	.	.	-5	-5	3%	4%

Structures listed so far that bear a hit mark in Tb PFK inh:
Structure	BCR signal inh	CXXC DNA block	GALK inh	TSHR antag	Tb PFK inh	TCR act
NC(=S)NNC(=O)Nc1ccc(Cl)c(Cl)c1	-1%	-1%	0%	9	17µM*	-6%[46.1 µM]

Laid out differently: 5 of the compounds above.
The line under a structure holds: BCR signal inh, CXXC DNA block, AT treatment, Giardia killer, FBPA coupling cs, GALK inh, hERG WT inh, TSHR antag, Tb PFK inh, TCR act
O=C(NCc1ccccc1Cl)c1ccc2c(c1)SC1=NS(=O)(=O)CCN12
→ -10%, -3%, -6%, ?, 0, 1%, -4, 12, -7%, 5%
C[C@H](CO)N1C[C@H](C)[C@@H](CN(C)Cc2ccc(C(=O)O)cc2)Oc2ccc(NS(C)(=O)=O)cc2C1=O
→ ?, ., -4%, -22, ., ., -23, 8, 0%, 0%
CC(C)(C)CC(C)(C)NC(=S)Nc1ccc(S(=O)(=O)N2CCOCC2)cc1
→ 0%, -1%, -2%, -15, 0, ., 1, -16, 0%, 0%[46.1 µM]
NC(=S)NNC(=O)Nc1ccc(Cl)c(Cl)c1
→ -1%, -1%, 12%, 9, 10, 0%, -13, 9, 17µM*, -6%[46.1 µM]
CN1C(=O)N(C)C2(CC1(C)C)CC(C)(C)N(C)C(=O)N2C
→ 0%, -3%, -12%, 1, 2, 4%, 1, -5, -3%, -4%

Going on with the list:
SMILES	BCR signal inh	CXXC DNA block	AT treatment	Giardia killer	FBPA coupling cs	GALK inh	hERG WT inh	TSHR antag	Tb PFK inh	TCR act
O=C1CN(C(=O)/C=C/c2ccc(Br)cc2)CCN1	2%	3%	-5%	11	2	-2%	4	5	10%	-5%
CN(C(=O)COC(=O)CCc1nc2ccccc2c(=O)[nH]1)C1CCS(=O)(=O)C1 (stereo not drawn)	0%	6%	5%	1	2	9%	-7	1	-2%	9%
O=C1CCCCN1CCC(=O)N1CCCC(N2CCN(c3cccc(Cl)c3)CC2)C1 (stereo not drawn)	4%	16%	6%	-19	.	7%	-1	-5	-6%	2%
O=c1c2ccccc2nc(-c2ccccc2)n1/N=C/c1ccc([N+](=O)[O-])cc1	-6%	13%	2%	-5	5	0%	-3	12	0%	-4%[46.1 µM]
CCCC1=Nc2cc(C(=O)N3CCC(C(N)=O)CC3)ccc2Sc2ccccc21	10%	-1%	-3%	3	-3	-10%	-20	-1	1%	12%
CC(=O)c1ccc(S(=O)(=O)N2CCN(C(=O)/C=C/c3ccc4ccccc4n3)CC2)cc1	8%	1%	9%	-13	-1	-2%	6	-13	2%	-3%
COCCCNC(=O)CS(=O)(=O)Cc1nc(-c2ccccc2C)oc1C	-6%	5%	5%	-22	1	0%	-3	2	1%	2%
Cc1ccc(OCc2ccc(C(=O)NCc3cccnc3)cc2)cc1C	?	-2%	-1%	35[activator]	0	-2%	-11	-12	-13%	4%
Cc1ccc2c(c1)NC(=O)C(CC(=O)NCCCN1CCCC1)O2 (stereo not drawn)	-27%	18%	6%	-12	0	2%	-9	6	-9%	-1%
COc1cc(CNc2ccc(O)cc2)cc(Br)c1OCc1ccccc1F	12%	15%	6%	12	-57*	-3%	4	7	0%	6%[46.1 µM]
COC(=O)c1ccccc1C(=O)N1CCC(CCC(=O)NC2CC2)CC1	5%	5%	-2%	6	.	7%	7	9	0%	3%
CCOc1ccc(C=O)cc1CN1CCCCC1	1%	12%	4%	6	2	1%	-1	7	2%	-2%
CCc1nnc(NS(=O)(=O)c2ccc(N=Cc3c(C)[nH]n(-c4cccc(Cl)c4)c3=O)cc2)s1	?	-8%	-1%	3	-6	-5%	4	0	0%	-10%[46.1 µM]
COc1cccc(NC(=O)COC(=O)c2c(-c3ccccc3)noc2C)c1	9%	9%	-1%	-6	1	-3%	6	-5	2%	0%
COCCNc1oc(-c2ccc(Cl)cc2)nc1C#N	?	-3%	1%	-11	3	2%	-6	7	1%	-12%
COc1ccc(/C=C2\SC(=S)N(CCC(=O)Nc3ccccc3C(=O)O)C2=O)cc1	?	-1%	4%	-17	4	-2%	1	-15	1%	3%
CSc1nsc(SCC(=O)NC2CCCCC2)n1	?	10%	4%	19	0	-5%	-1	3	-6%	-2%
CCN(CC(=O)Nc1cc(S(=O)(=O)N2CCCCC2)ccc1C)Cc1ccccc1	?	.	7%	20	.	.	6	21	1%	.

Part of the list above, reformatted:
Order of results: BCR signal inh, CXXC DNA block, AT treatment, Giardia killer, FBPA coupling cs, GALK inh, hERG WT inh, TSHR antag, Tb PFK inh, TCR act
- O=C(NCC1CCCO1)C(=O)NCC(c1ccco1)N1CCN(c2ccc(F)cc2)CC1 (stereo not drawn)
 : -2%, 1%, -1%, -7, -3, 2%, 9, -7, 0%, 1%
- Cc1nn(C)c(Oc2cccc(Cl)c2)c1C#N
 : -1%, 3%, -2%, -3, 3, 8%, ., 2, -2%, 3%
